sEH act: increases human soluble epoxide hydrolase activity | purified human sEH enzymatic activity, activator screen | P34913 | 91,000 tested, 0.04% active | activation, % at 2 µM; in the data active = activation above about 37%; also: values of inactives mirror those of a sister screen read the other way
Target sequence (P34913 whole entry, looked up): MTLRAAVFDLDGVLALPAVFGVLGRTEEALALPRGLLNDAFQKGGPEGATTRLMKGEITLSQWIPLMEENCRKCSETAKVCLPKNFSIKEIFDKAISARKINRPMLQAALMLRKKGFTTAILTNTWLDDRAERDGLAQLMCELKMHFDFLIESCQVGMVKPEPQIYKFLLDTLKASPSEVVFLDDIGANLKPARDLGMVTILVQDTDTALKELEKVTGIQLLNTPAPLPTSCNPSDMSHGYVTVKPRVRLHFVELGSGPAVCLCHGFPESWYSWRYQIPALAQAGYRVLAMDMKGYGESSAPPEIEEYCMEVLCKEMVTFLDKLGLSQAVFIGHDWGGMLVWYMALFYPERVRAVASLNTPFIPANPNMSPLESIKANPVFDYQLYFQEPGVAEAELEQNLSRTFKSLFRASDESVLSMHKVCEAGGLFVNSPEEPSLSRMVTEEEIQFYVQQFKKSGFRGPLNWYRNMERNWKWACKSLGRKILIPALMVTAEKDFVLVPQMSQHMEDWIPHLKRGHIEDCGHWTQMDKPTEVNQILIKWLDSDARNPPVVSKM
PLAP act: human PLAP activation; 96,000 tested, 1.2% active; activation fold at 20 µM; P05187; purified PLAP enzyme, luminescent substrate read-out; active compounds read high; in the data active = activation fold above about 2
sEH inhibitor: inhibitors of human soluble epoxide hydrolase | inhibition, % at 2 µM | recombinant human sEH enzymatic activity assay | 91,000 tested, 0.34% active | AID 707; in the data active = inhibition above about 80%; also: values of inactives mirror those of a sister screen read the other way; many of its hits are not listed in these tables
PostGolgi ctrl: growth of the yeast control strain, post-Golgi counter-screen; efflux-deficient yeast background strain, growth absorbance A615, 16 h; 98,000 tested, 5% active; inhibition, % at 10 µM
Mac1 fbg inh: CD11b/CD18-fibrinogen binding inhibition; AID 1497; 93,000 tested, 0.54% active; inhibition, % at 10 µM; P05107+P11215; K562 CD11b/CD18 adhesion to fibrinogen, ATPlite luminescence; Mn2+ added to activate the integrin;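 active = primary inhibition of 50% or more at 10 µM, then 40% or more on retest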; also: some results filed as inactive read as strong as hits
E coli WT exp: blocks growth of wild type E. coli BW25113 | AID 710 | growth inhibition, % at 100 µM | 98,000 tested, 0.15% active | OD600 absorbance;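 active = growth inhibition above about 50% at one test dose, limit read from the data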;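 also: growth measured after 20 h incubation at 37 °C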
S1P2 ag: activates the human S1P2 receptor; O95136; S1P2-expressing cell line, agonist reporter read-out; activation, % at 4.5 µM; 97,000 tested, 0.46% active; AID 729; in the data active = activation above about 16%;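 also: 0% = vehicle low control and 100% = maximal reference agonist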
Target sequence (O95136 whole entry, looked up): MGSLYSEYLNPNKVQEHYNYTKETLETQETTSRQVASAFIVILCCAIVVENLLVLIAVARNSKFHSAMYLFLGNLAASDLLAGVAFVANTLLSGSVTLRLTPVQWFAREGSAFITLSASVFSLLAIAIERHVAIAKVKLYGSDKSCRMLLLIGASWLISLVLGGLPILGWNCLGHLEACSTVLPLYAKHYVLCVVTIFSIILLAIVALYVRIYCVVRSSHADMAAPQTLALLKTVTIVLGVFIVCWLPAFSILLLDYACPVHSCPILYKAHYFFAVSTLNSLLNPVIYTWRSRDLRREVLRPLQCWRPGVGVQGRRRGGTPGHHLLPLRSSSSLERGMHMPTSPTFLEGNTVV
PostGolgi yeast: growth inhibition of a yeast mutant, post-Golgi transport screen | post-Golgi transport phenotypic cell assay | inhibition, % at 10 µM | 98,000 tested, 0.9% active;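 also: yeast cells grown in 1536-well plates; yeast grown about 18 h at 30C before absorbance read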
S1P2 blocker: S1P2 (human) receptor antagonism; O95136; cell-based S1P2 antagonist assay, inhibition at 5 uM; inhibition, % at 5 µM; 97,000 tested, 0.21% active; in the data active = inhibition above about 45%;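 also: CRE beta-lactamase reporter cells expressing human S1P2 stimulated with S1P; 0% = agonist at EC80 alone and 100% = agonist plus reference antagonist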
* hit, by the source's call; · = not tested or not shown. Rule as the data show it, unless noted: active = inhibition above about 30%; inactive = the rest.

Order of results: sEH act | PLAP act | sEH inhibitor | PostGolgi ctrl | Mac1 fbg inh | E coli WT exp | S1P2 ag | PostGolgi yeast | S1P2 blocker
> C=CCNc1nc(N2CCOCC2)c(C#N)c2c1CN(C)CC2
 : 2 | 1 | -2 | 24 | -9 | 8 | 0 | -3 | 22
> O=C(O)C1CC(c2cccc(Br)c2)=NO1 (stereo not drawn)
 : 5 | 1 | -3 | 4 | · | -7 | -3 | -9 | 4
> CSC1=C(C#N)C(CC(C)C)C2=C(CCCC2=O)N1 (stereo not drawn)
 : -4 | 0.8 | 4 | -3 | -3 | -1 | -5 | -13 | 14
> COCc1nnc(NS(=O)(=O)c2ccc(NC(C)=O)cc2)s1
 : 5 | 1 | -6 | -2 | 4 | -10 | 1 | 12 | -7
> CCOC(=O)N/N=C(\C)c1ccc(Br)cc1
 : -14 | 1 | 14 | 10 | 7 | -4 | -1 | 0 | 2
> CCCCOC(=O)C1=C(C)Nc2nnnn2C1c1ccc(OC)c(OC)c1OC (stereo not drawn)
 : · | 1.3 | · | 8 | · | -3 | -2 | 10 | 7
> COc1ccc(OC)c(S(=O)(=O)Nc2ccccc2C)c1
 : 10 | 0.9 | -11 | 4 | -18 | -3 | -8 | -28 | 0
> CCOC(=O)c1cc(C(C)=O)n2ccccc12
 : 7 | 1 | -5 | 13 | 2 | 7 | -6 | 4 | 8
> CCCCN(C(=O)CNC(=O)c1ccco1)C(C(=O)NC1CCCCC1)c1ccc(OC)cc1OC (stereo not drawn)
 : 0 | 1 | 0 | 3 | -17 | 6 | -3 | 4 | 5
> CCNc1nc(NC(C)C)nc(Nn2cnnc2)n1
 : -11 | 0.8 | 9 | 8 | 2 | -13 | -4 | 2 | 3

Full records, looked up by structure. Order of values: sEH act, PLAP act, sEH inhibitor, PostGolgi ctrl, Mac1 fbg inh, E coli WT exp, S1P2 ag, PostGolgi yeast, S1P2 blocker
Results for CCCCN(C(=O)CNC(=O)c1ccco1)C(C(=O)NC1CCCCC1)c1ccc(OC)cc1OC (stereo not drawn) → 0, 1, 0, 3, -17, 6, -3, 4, 5
Results for COCc1nnc(NS(=O)(=O)c2ccc(NC(C)=O)cc2)s1 → 5, 1, -6, -2, 4, -10, 1, 12, -7
Results for CCCCOC(=O)C1=C(C)Nc2nnnn2C1c1ccc(OC)c(OC)c1OC (stereo not drawn) → ·, 1.3, ·, 8, ·, -3, -2, 10, 7

More compounds:
Order of results: sEH act | PLAP act | sEH inhibitor | PostGolgi ctrl | Mac1 fbg inh | E coli WT exp | S1P2 ag | PostGolgi yeast | S1P2 blocker
> CC1N=C2c3ccccc3N=C(SCc3cc(=O)n4cc(Cl)ccc4n3)N2C1=O (stereo not drawn)
 : -16 | · | 15 | 18 | · | 4 | 25* | -3 | -51
> O=C(Cn1c(=O)sc2ccccc21)OC(CCl)CCl
 : -7 | · | 7 | · | · | · | -5 | · | -10
> CCOC(=O)C(NC(=O)c1ccccc1)(N1CCCC1=O)C(F)(F)F (stereo not drawn)
 : 17 | 1.5 | -18 | -11 | 45 | -2 | -2 | 0 | 18
> O=C(CSc1cccc(C(F)(F)F)c1)Nc1ccc(Cl)cc1Cl
 : 18 | 1 | -21 | 10 | 1 | 2 | -7 | 1 | 0
> CC(C)(C)C(=O)N1CCN(c2ccc([N+](=O)[O-])c(NCC3CCCO3)c2)CC1 (stereo not drawn)
 : -7 | 1 | 8 | 6 | -9 | 1 | -5 | -5 | 9
> CC(C)NC(=O)c1cc(-c2ccco2)on1
 : · | 1 | · | 8 | · | 1 | 2 | 0 | 5
> COc1ccc(-c2cc3ccccc3n2CC(O)CN2CCN(CCO)CC2)cc1 (stereo not drawn)
 : 5 | 1.6 | -7 | 6 | -16 | -1 | -2 | 0 | 26
> CCNC(=O)Cn1c(=O)c2c(ncn2Cc2ccccc2)n(Cc2ccccc2)c1=O
 : · | 1 | · | 19 | · | -10 | -4 | -4 | 11
> COc1cccc(C2N(c3ccc(Cl)c(Cl)c3)C(=O)C3CCCN32)c1OC (stereo not drawn)
 : · | 1.5 | · | -2 | 8 | 8 | -5 | 13 | -2
> CC1CN(C(=O)CCN2C(=O)c3ccccc3C2=O)CC(C)O1 (stereo not drawn)
 : -4 | · | 7 | · | · | · | -4 | · | -16
> COc1ccc(-n2c3c(c(=O)[nH]c2=O)C(C(F)(F)F)(C(F)(F)F)N=C(CC(C)C)N3)cc1
 : 5 | 1 | -2 | 12 | · | -4 | 12 | -2 | -9
> CCN(CC)CCNC(=O)c1ccc(N2CCCCC2)c(NS(=O)(=O)c2ccc(C)cc2)c1
 : 5 | 1.5 | -9 | 14 | -23 | -1 | -4 | 7 | 14
> O=C1C2C(c3ccccc3)C=CC(c3ccccc3)C2C(=O)N1CCCO (stereo not drawn)
 : -6 | 1.7 | 7 | 5 | 12 | 3 | -3 | 18 | -7
> Cn1nccc1C(=O)Nc1ccc(Cl)cc1
 : -20 | 0.9 | 19 | 4 | · | 7 | -3 | -3 | -2
> CC1CCc2cc(F)ccc2N1C(=O)CSc1nnc(-c2cccs2)n1C (stereo not drawn)
 : -1 | 1.2 | 2 | -5 | 9 | 7 | -14 | 8 | 8
> CCOC(=O)C1C(=O)OC(C)(C)C1C(C)C(=O)c1ccc(OC)cc1 (stereo not drawn)
 : 1 | 1.2 | 2 | 6 | 1 | 8 | -3 | 12 | -19
> COc1ccc([N+](=O)[O-])cc1NC(=S)NC(NC(=O)C(c1ccccc1)c1ccccc1)C(Cl)(Cl)Cl (stereo not drawn)
 : 2 | 0.8 | 1 | 6 | -12 | -8 | -3 | -3 | -19
> COc1ccc(-c2nnn(Cc3ccccc3F)n2)cc1
 : -4 | · | 9 | · | · | · | -1 | · | 7
> NC(=O)C1CCN(C(=O)CCc2nc3ccccc3c(=O)[nH]2)CC1
 : · | 1.1 | · | 3 | · | 2 | -5 | -6 | 24
> COC(=O)c1cn(CC(=O)N2C(C)CCCC2C)c2ccccc12 (stereo not drawn)
 : 0 | · | 5 | · | · | · | -9 | · | -7
> COc1ccc(CN=CC2=C(O)CNC2=O)cc1OC
 : · | 0.8 | · | -2 | 2 | -2 | -3 | -8 | -19
> O=C(NCCCn1ccnc1)c1cc(-c2ccc(Cl)cc2)nc2ccccc12
 : 5 | 1.2 | -2 | 3 | 12 | 4 | -7 | 0 | 32
> Cc1cc2c(C)ccc(C)c2nc1SCC(=O)c1cccs1
 : -8 | 0.6 | 9 | 7 | 7 | -11 | -8 | -1 | 5
> Cc1c(C(=O)NCC2COc3ccccc3O2)oc2ccc(S(=O)(=O)N(C)C3CCCCC3)cc12 (stereo not drawn)
 : 6 | 1.6 | -9 | 5 | 3 | -18 | -8 | 9 | 7
> CSc1nnc(Cn2c(=O)sc3ccccc32)n1CCc1ccccc1
 : -10 | 1 | 8 | 13 | 2 | -4 | -5 | 6 | 17
> O=C(Nc1ccccc1)ON=C1c2ccccc2-c2ccccc21
 : 0 | 1.1 | -1 | 17 | -10 | 24 | -4 | -19 | 28
> COc1cccc(NC(=O)C2C3C=CC(O3)C2C(=O)NCc2cccnc2)c1 (stereo not drawn)
 : -8 | 1 | 11 | 21 | 12 | 1 | -5 | 5 | 10
> O=C1CCCN1CC(CN1CCOCC1)Sc1nnnn1-c1ccccc1 (stereo not drawn)
 : -4 | 1.3 | 5 | 3 | -2 | 6 | -11 | 1 | 23
> Cc1nc2ccccc2cc1OCc1ccc(Cl)cc1
 : · | 1.1 | · | 36* | 96 | -1 | -3 | 2 | 70*
> CC(Sc1c[nH]c2ccccc12)C(=O)O (stereo not drawn)
 : 4 | 1.5 | -10 | 8 | 28 | 9 | -6 | -16 | -4
> CSc1ccccc1NC(=O)c1c(C)noc1C
 : -1 | 0.8 | 0 | 6 | -10 | 10 | -3 | -8 | -7
> COc1cc(-c2nnc(SCC(=O)Nc3cc(C)on3)n2C)cc(OC)c1O
 : 0 | 0.9 | 0 | 16 | -2 | 1 | -4 | 7 | 10
> O=C(O)C1CCCCC1C(=O)Nc1nccs1 (stereo not drawn)
 : · | 0.9 | · | 3 | -9 | -6 | -7 | 4 | 8
> Cc1ccc(Sc2c(C=O)c3ccccc3n2C)cc1
 : 7 | 1.1 | -5 | 45* | 79 | 1 | -7 | 7 | 15
> O=[N+]([O-])c1cccc(/C(=N/N=C/c2ccccc2Br)C23CN4CN(CN(C4)C2)C3)c1
 : 11 | 1.2 | -13 | 1 | · | 9 | -4 | 14 | 11
> Cc1ccc(NC2=NCCC2)cc1Cl
 : 20 | · | -20 | · | · | · | -3 | · | 22
> O=C(O)C1C2C=CC3(O2)C1C(=O)N1c2ccccc2COC13 (stereo not drawn)
 : 5 | 1.1 | 0 | -6 | 3 | 1 | -1 | 10 | -9
> COCCCNC(=O)COc1ccc(Cl)c(C)c1
 : · | 1.1 | · | 6 | -7 | -3 | · | -4 | ·
> O=C(COc1ccc(Cl)cc1)NCc1nnc(SCC(=O)N2CCCc3ccccc32)o1
 : 6 | 0.9 | -4 | 7 | -2 | -5 | -4 | -6 | 6
> C=CCNc1nnc(-c2ccncc2)s1
 : -5 | 0.9 | 4 | -3 | -7 | -15 | -5 | -3 | 20
> CCCCOc1ccc(CSc2n[nH]c(C)n2)cc1
 : -1 | 1.7 | 4 | 20 | -8 | 18 | -1 | -1 | 4
> COc1ccc(NC(=O)Nc2cc(C)ccc2OC(F)F)c(OC)c1
 : -3 | 0.9 | 3 | 19 | -5 | -11 | -3 | 17 | -9
> C=CCN(CC=C)S(=O)(=O)c1ccc(NC(=S)NC(=O)c2ccco2)cc1
 : 6 | 0.8 | -4 | -3 | 5 | -14 | -14 | -7 | -10
> O=C(CN1CCOCC1)N/N=C/c1cc2ccccc2nc1Cl
 : 2 | 1 | 0 | 1 | -10 | 0 | -5 | -2 | 6
> COc1ccccc1N1CCN(C(=O)c2cc3cc(Br)ccc3oc2=O)CC1
 : -3 | 1.5 | 2 | 21 | -4 | 6 | -1 | -15 | 0
> Cc1cccnc1NC(=O)Nc1cccc(C(F)(F)F)c1
 : -3 | 0.8 | 6 | 7 | -17 | -6 | -4 | -4 | 7
> C=CCNC(=S)NNC(=O)c1ccc(OCC)cc1
 : 21 | 1.7 | -20 | 4 | -4 | 3 | -3 | 2 | 7
> Cc1cccc2cc(COC(=O)C(C)C)c(=O)[nH]c12
 : · | 1 | · | -1 | -9 | -2 | -3 | -8 | -12
> Cc1ccc(-c2nnc(-c3cccc(NC(=O)c4cccs4)c3)o2)cc1
 : -1 | 1.1 | 4 | -1 | · | -6 | 0 | 9 | -4
> O=C(O)c1ccc(OCC(O)Cn2cnc3ccccc32)cc1 (stereo not drawn)
 : 10 | 0.8 | -14 | -7 | -5 | 4 | 1 | -20 | 4

The listing continues:
Order of results: sEH act | PLAP act | sEH inhibitor | PostGolgi ctrl | Mac1 fbg inh | E coli WT exp | S1P2 ag | PostGolgi yeast | S1P2 blocker
> CCOc1ccc(N=C2C(=O)N(CN3CCOCC3)c3ccccc32)cc1
 : -12 | 1.1 | 13 | 12 | -14 | 6 | -4 | 0 | 9
> O=C(c1cccn2c(=O)c3ccc(Cl)cc3nc12)N1CCN(Cc2ccc3c(c2)OCO3)CC1
 : -1 | 1.4 | -1 | 17 | -3 | -5 | -3 | 3 | -7
> CC(C)CCn1c(=O)c2ccccc2n2c(CN(C)Cc3ccccc3)nnc12
 : 4 | 1.6 | -4 | 7 | 6 | 4 | -1 | 15 | -10
> CCOC(=O)c1nn(C23CC4CC(CC(C4)C2)C3)c2c1C(=O)N(c1ccc(C)cc1)C2=O
 : 18 | 1.1 | -15 | 5 | -14 | -8 | -2 | -2 | 9
> CC(C)Oc1nc(-c2ccccc2O)nc2ccccc12
 : 12 | 0.8 | -11 | 12 | -6 | -19 | -4 | -5 | 3
> COC(=O)c1cc(NC(=O)C2COc3ccccc3O2)cc(C(=O)OC)c1 (stereo not drawn)
 : 5 | 1 | -10 | 14 | -7 | -8 | 0 | 2 | 8
> CCCOc1ccc(C(=O)CCNc2ccc(C)c(Cl)c2)cc1
 : 13 | 1 | -10 | 5 | · | -4 | -6 | 2 | 14
> O=C(Cn1nnc(-c2ccccc2)n1)Nc1ccccc1N1CCOCC1
 : · | 1.1 | · | -1 | 0 | 2 | 0 | 9 | 10
> CCOC(=O)C(CC(=O)O)N1CCCCC1 (stereo not drawn)
 : 10 | 0.8 | -11 | 8 | · | 2 | -9 | 0 | 21
> Cc1ccc(S(=O)(=O)NC(=O)c2cc(C)n(CCCn3ccnc3)c2C)cc1
 : · | 1.6 | · | 7 | -5 | -3 | · | -3 | ·
> Cc1ccc(OCC(=O)N2CCCc3ccccc32)cc1
 : -8 | · | 12 | · | · | · | 0 | · | -3
